From PubChem
GlmU inhibition: inhibition of mycobacterial GlmU enzyme – biochemical, glucosamine-1-phosphate acetyltransferase (AID 1376); M. tuberculosis GlmU acetyltransferase enzyme assay; higher % means a stronger effect; Bifunctional protein GlmU (Mycobacterium tuberculosis (strain ATCC 25618 / H37Rv)); 0.25% of 220,000 active; one-dose inhibition, %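 (tested at 30 µM in the primary screen)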; IC50 in µM for titrated hits; in the data active = inhibition above about 13%; inconclusive = no clear call, values can overlap the other calls;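 also: 0% = complete reaction with vehicle and 100% = reaction without substrate; strong numbers were not always called active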
Mtb RmlCD inh: M. tuberculosis RmlC/RmlD coupled enzyme inhibitors, primary screen, biochemical, compound mixtures, 384-well, from 1536-well plates; AID 1533, 2009; dTDP-4-dehydrorhamnose reductase (Mycobacterium tuberculosis (strain ATCC 25618 / H37Rv)) …; 0.03% of 160,000 active; inhibition, % at 3.6 µM; RmlC+RmlD coupled enzyme assay, percent inhibition; primary screen in compound mixtures; in the data active = inhibition mostly above about 34%, no sharp cut-off; inconclusive = no clear call, values can overlap the other calls; inactive = mostly below about 22%; also: some results filed as inactive read as strong as hits
Target sequence (P9WH09 whole entry, looked up): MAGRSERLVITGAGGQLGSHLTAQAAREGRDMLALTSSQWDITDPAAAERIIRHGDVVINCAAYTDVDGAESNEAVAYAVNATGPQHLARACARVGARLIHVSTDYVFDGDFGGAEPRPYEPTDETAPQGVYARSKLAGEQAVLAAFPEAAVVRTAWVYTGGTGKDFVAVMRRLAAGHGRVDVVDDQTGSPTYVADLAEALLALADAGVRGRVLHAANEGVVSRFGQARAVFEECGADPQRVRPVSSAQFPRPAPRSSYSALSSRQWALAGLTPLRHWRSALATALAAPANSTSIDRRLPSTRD
Target sequence (P9WH11 whole entry, looked up): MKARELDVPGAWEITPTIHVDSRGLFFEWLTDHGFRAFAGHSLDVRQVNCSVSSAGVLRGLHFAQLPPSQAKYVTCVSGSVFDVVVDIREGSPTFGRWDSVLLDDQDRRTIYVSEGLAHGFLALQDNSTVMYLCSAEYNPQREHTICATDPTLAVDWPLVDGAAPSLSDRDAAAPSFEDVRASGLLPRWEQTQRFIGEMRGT
Starred values were filed as active, the others as inactive; u = inconclusive; x = no result given. A portion of the library (hit frequency here may not be typical).

Below each compound – Mtb RmlCD inh	GlmU inhibition
1) O=C(O)c1ccc(CNCc2ccccc2F)cc1
  0	2.4%
2) CCOC(=O)c1sc(NC(=O)CSc2nnc(-c3ccco3)o2)c(C(=O)OCC)c1C
  x	1.4%
3) CCOC(=O)CCCNC(=O)CCNC(=O)c1ccc(OCC(C)C)cc1
  -5	-4.2%
4) COc1ccc(N2C(=O)C(CC(=O)Nc3ccccc3)N(CCc3ccc(OC)c(OC)c3)C2=O)cc1 (configuration not stated)
  2	-0.7%
5) O=C(NCc1ccc2c(c1)OCO2)C1CCCN1C(=O)Nc1ccccc1 (configuration not stated)
  0	-1.8%
6) COc1ccc(C(=O)Nc2ccc(CN3CCOCC3)cc2)cc1
  0	5.9%
7) Cc1onc(-c2ccccc2)c1NC(=O)Nc1c(-c2ccccc2)noc1C
  -7	-2.3%
8) O=C(COc1ccc(Cl)cc1Cl)NC(=O)N1CCOCC1
  3	-3.5%
9) O=C(CN1C(=O)CSC1=O)N1CCCCC1
  x	-3.4%
10) c1ccc(-c2nnc3n2-c2ccccc2SC3)cc1
  5	0.0%
11) Cc1c(N/C(=N/S(=O)(=O)c2ccccc2)c2ccc(Cl)cc2)c(=O)n(-c2ccccc2)n1C
  28	1.7%
12) O=Cc1ccc(Oc2ccc(F)cc2)nc1
  -7	-5.6%
13) COc1cc(-c2nnc(SCC(=O)/C(C#N)=C(\C)N)o2)cc(OC)c1OC
  7	0.3%
14) CCNC(=O)C12CCC(C)(c3nc4cc(C)c(C)cc4nc31)C2(C)C (configuration not stated)
  10	3.3%
15) CC(=O)Nc1ccccc1N(CC(O)Cn1c2ccccc2c2ccccc21)S(=O)(=O)c1ccc(C)cc1 (configuration not stated)
  5	-10%
16) COc1ccc(Oc2cc(Cl)nc(N)n2)cc1
  -5	-3.4%
17) COC(=O)C1=C(C)NC(=O)NC1c1ccc([N+](=O)[O-])o1 (configuration not stated)
  6	3.5%
18) COc1ccc(-c2nnc(SCc3ccc(C(=O)O)cc3)n2N)cc1
  6	-1.7%
19) NC(=O)c1c(NC(=O)COC(=O)CSc2nnc(-c3ccc(Cl)cc3)o2)sc2c1CCC2
  -6	4.0%
20) CCCCN(CCCC)S(=O)(=O)c1ccc(C(=O)Nc2nnc(COC)o2)cc1
  14	6.7%
21) CCOC(=O)/C(=C/C=C1\Sc2ccccc2N1CC)C(C)=O
  -18	-4.8%
22) CCCN(CCC)C(=O)CSc1nc2n[nH]c(C)c2c(=N)n1-c1ccc(OCC)cc1
  -7	3.1%
23) CC[n+]1c(/C=C/N(C)c2ccccc2)oc2ccccc21
  7	-0.6%
24) CN(C)c1ccc(C(=O)c2ccc(O)cc2O)cc1
  x	0.7%
25) COC(=O)CSc1nc(C)c(C)c(C)c1C(N)=O
  -9	-2.1%
26) Cc1ccc(CSCCNC(=O)c2ccc(Cl)c(S(=O)(=O)N3CCOCC3)c2)cc1
  -3	4.0%
27) Cc1nc2sc(C(c3cccs3)N3CCN(C(=O)c4ccco4)CC3)c(O)n2n1 (configuration not stated)
  41	4.2%
28) N#CC1=C(N)Oc2cc3ccccc3cc2C1c1cccnc1 (configuration not stated)
  0	1.4%
29) COc1ccc2c(C(F)(F)F)cc(=O)oc2c1C
  -8	5.1%
30) O=C(c1ccc2c(c1)C(=O)N(Cc1ccco1)C2O)N1CCOCC1 (configuration not stated)
  4	-0.6%
31) CCN(C1CCCCC1)S(=O)(=O)c1cc(C)ccc1OC
  x	-6.1%
32) C/C(N)=C(/C#N)C(=O)COC(=O)c1ccccc1C(=O)c1ccc(C)cc1
  -7	-5.3%
33) C=C(C)Cn1c(SCC(=O)O)nnc1-c1ccc(OC)cc1
  -2	5.0%
34) N#C/C(=C/c1ccc(Sc2nc3ccccc3[nH]2)o1)c1ccccc1F
  5	3.3%
35) Cc1nc2ccc(NC(=O)c3c(-c4ccccc4)noc3C)cc2s1
  12	-1.1%
36) CC(=O)C1=C(O)C(=O)N(CCc2c[nH]c3ccccc23)C1c1ccc(C)cc1 (configuration not stated)
  -3	-2.1%
37) CCCS(=O)(=O)c1ccc(COC(=O)c2cccc(NC(=O)C(C)C)c2)cc1
  x	2.4%
38) Cc1c(N/N=C(\C#N)C(=O)c2ccc(Cl)cc2)c(=O)n(-c2ccccc2)n1C
  x	-2.5%
39) CC(C)(C)c1ccc(S(=O)(=O)N(CCCN2CCOCC2)Cc2cccs2)cc1
  x	-0.7%
40) CCOC(=O)c1ccccc1NC(=O)CSc1nc2ccccc2n1CC(=O)N1CCCC1
  x	4.6%
41) CNC(=S)N/N=C/c1ccc(N(C)C)cc1
  x	-2.3%
42) COc1ccccc1-c1cc(C(=O)NCc2ccc(F)cc2)no1
  -10	1.4%
43) COC(=O)CNC(=O)C12CC3(C)CC(C)(CC(C)(C3)C1)C2
  x	0.1%
44) CC(=O)Nc1ccc2c(c1)CCCN2C(=O)c1ccccc1
  x	-2.6%
45) COc1cc(CN2CCNC(=O)C2CC(=O)N(C)Cc2ncc[nH]2)cc(OC)c1 (configuration not stated)
  -10	2.1%
46) COc1cccc(NC(=O)C2CCN(c3ncccn3)CC2)c1
  7	2.4%
47) CCOC(=O)c1ccc(Oc2nc(NC(C)(C)C)nc(N(C)C)n2)cc1
  x	-3.7%
48) Cc1cc(C)cc(OCCNS(=O)(=O)c2cccs2)c1
  -7	-0.5%
49) Cc1ccccc1OCc1nc(-c2cccnc2)no1
  2	-1.6%
50) Cc1ccc(C(=O)CCC2CCCC2=O)cc1 (configuration not stated)
  17	2.0%
51) COc1ccc(C(=O)Nc2cccc(S(C)(=O)=O)c2)cc1
  7	-1.8%
52) O=[N+]([O-])c1cccc(/C=N/Nc2nc(C(Cl)(Cl)Cl)nc3ccccc23)c1
  -6	6.4%
53) O=C1NC(c2cccs2)Nc2ccccc21 (configuration not stated)
  -9	2.0%
54) O=C(CSc1nc2ccccc2[nH]1)Nc1nc(-c2cccc(Br)c2)cs1
  -9	-1.9%
55) COc1ccc(-n2nc([N+](=O)[O-])c(=NCc3ccco3)n2O)cc1
  1	6.2%
56) O=C(NCc1ccco1)C1CCCCC1
  9	2.5%
57) O=C1NC(c2ccccc2Br)=N/C1=C\c1ccco1
  -2	-0.1%
58) CCCc1ccc(Oc2cc(N3CCOCC3)nc(-c3ccccc3)n2)cc1
  x	3.1%
59) CCCCOc1ccc(C(=O)Oc2ccc(C)nc2)cc1
  30	5.4%
60) Cc1sc2ncn(C(C)C(=O)OC3CCCCC3)c(=O)c2c1C (configuration not stated)
  x	0.7%

(list continues)
Below each compound – Mtb RmlCD inh	GlmU inhibition
61) N/C(=N\OC(=O)c1ccc(Cl)cc1[N+](=O)[O-])c1cccnc1
  5	-5.5%
62) O=C(OCc1nc2ccccc2[nH]1)C12CC3CC(CC(C3)C1)C2
  -1	3.5%
63) COC(=O)C1=C(NC(=O)COc2ccc(Cl)cc2Cl)CCS1
  8	-0.6%
64) CC(C)(C)NC(=S)NNC(=O)c1cccc(Br)c1
  -18	1.3%
65) Cc1cc(NC(=O)C2CCCCC2)ccc1NC(=O)c1ccccc1Cl
  x	2.0%
66) CCCC1(CCC)NC(=O)NC1=O
  x	1.4%
67) O=c1c(N2CCOCC2)coc2ccccc12
  -8	-2.8%
68) CCOC(=O)Cc1nnc(NC(=O)C2CCCCC2)s1
  4	2.6%
69) O=[N+]([O-])c1ccc2c(c1)nc1n2CCN(C2CCCCC2)C1
  x	-6.6%
70) CCOCCCNS(=O)(=O)c1ccc(Br)cc1
  x	-2.8%
71) CCOC(=O)C(C)Sc1nnc(Cc2cc(=O)[nH]c(=O)[nH]2)n1-c1ccc(OCC)cc1 (configuration not stated)
  -2	-3.8%
72) COc1ccccc1NC(=O)CN(Cc1ccco1)C(=O)c1cc2ccccc2o1
  5	7.0%
73) COc1ccc(-c2nnc(SCC(=O)NNC(=O)Cc3ccccc3)n2C)cc1OC
  0	6.8%
74) COCCCNC(=S)NNC(=O)C(O)(c1ccccc1)c1ccccc1
  -12	3.8%
75) O=C(CSC1=NC(=O)C(Cc2ccccc2)C(=O)N1)NC1CCCCC1 (configuration not stated)
  6	-0.6%
76) Cc1ccc(/C(O)=C2/C(=O)C(=O)N(CCN3CCOCC3)C2c2cccnc2)cc1 (configuration not stated)
  -3	x
77) Cn1c(=O)c2c(ncn2CCc2ccccc2)n(C)c1=O
  7	-5.2%
78) O=C(CCNC(=O)OCc1ccccc1)NC1CCCCCC1
  x	2.6%
79) COc1ccc(/C=N/NC(=O)c2nc(-c3ccccc3)cc(-c3ccccc3)n2)cc1O
  -5	7.5%
80) COc1ccc(N2CCc3c(C)nc(SC)nc32)cc1
  4	-7.0%
81) CCCCCCCC(=O)NC(Nc1ccccc1OC)C(Cl)(Cl)Cl (configuration not stated)
  4	1.2%
82) CCOC(=O)c1ccc(NC(=S)N2CCC(C(N)=O)(N3CCCCC3)CC2)cc1
  -18	-2.3%
83) CC1=C/C(=N\Nc2ccccc2[N+](=O)[O-])CC(C)(C)C1
  -6	2.3%
84) O=C(CN1C(=O)c2ccccc2C1=O)Nc1ccc(-c2nc3ccccc3o2)cc1
  -11	-2.4%
85) CC(=O)Nc1ccc(-c2csc(N/N=C\c3ccncc3)n2)cc1
  2	6.3%
86) Cc1ccc(S(=O)(=O)c2nc(Nc3ccccc3)sc2Cl)cc1
  6	-0.6%
87) Cc1noc(C)c1-c1nc(CS(=O)(=O)c2ccc(F)cc2)no1
  19	0.9%
88) CSc1nc(S(=O)(=O)c2ccc(C)cc2)c(Cl)s1
  x	1.1%
89) Cc1noc(C)c1CSCC(=O)OCC(=O)N1CC(=O)Nc2ccccc21
  x	0.3%
90) COc1cccc(OC)c1-c1nnc(-c2cn(C)c3ccccc23)o1
  -2	1.0%
91) CCN(CC)S(=O)(=O)c1cccc(C(=O)NC2CCCCC2)c1
  x	2.5%
92) CCCCNC(=O)c1ccccc1NC(=O)CN(c1ccccc1)S(=O)(=O)N(C)C
  16	-2.7%
93) O=c1c2cc(NC(=S)N3CCCCC3)ccc2nc2n1CCCCC2
  -12	-1.1%
94) CC(C)C(NS(=O)(=O)c1cccc2nsnc12)C(=O)NCc1ccco1 (configuration not stated)
  12	-4.8%
95) COc1cc(/C=N/NC(=O)CNC(=O)c2cccs2)ccc1O
  x	12%
96) CC(C)CCN1CCN(Cc2cccs2)CC1CCO (configuration not stated)
  x	-3.0%
97) O=C(c1cc(C(=O)N2CCOCC2)c2nc3ccccc3n2c1)c1ccccc1O
  0	-4.0%
98) COc1cc(C(=O)OCCN2CCOCC2)cc(OC)c1OC
  x	1.1%
99) CCCS(=O)(=O)c1nc(S(=O)(=O)c2ccc(C)cc2)c(NCc2ccc3c(c2)OCO3)s1
  -6	-0.4%
100) CCOc1cnc(-c2c(-c3c(Cl)cccc3Cl)noc2C)o1
  11	-2.5%
101) CN(C)C=NC(=O)c1cc(C(=O)c2ccc(F)cc2)c[nH]1
  3	1.6%
102) COCc1cc(C)nc(OCC(=O)N/N=C/c2ccc(OC)c(OC)c2)c1C#N
  -13	2.6%
103) C=CCn1c(SCc2nc3ccccc3c(=O)[nH]2)nc2ccccc2c1=O
  68	4.6%
104) O=C(Nc1cccc(NC(=O)c2cccnc2)c1)c1cccnc1
  x	-1.5%
105) CCCCC(CC)CNC(=O)C1CC=CCC1C(=O)O (configuration not stated)
  -19	2.5%

The final 2 compounds of the part above open the next one.
Below each compound – Mtb RmlCD inh	GlmU inhibition
104) O=C(Nc1cccc(NC(=O)c2cccnc2)c1)c1cccnc1
  x	-1.5%
105) CCCCC(CC)CNC(=O)C1CC=CCC1C(=O)O (configuration not stated)
  -19	2.5%
106) Cc1ccc(C(=O)NCCSC(C)(C)C)cc1[N+](=O)[O-]
  4	4.8%
107) CCCSc1nc(NCc2ccco2)c2c3c(sc2n1)COC(C)(CC)C3 (configuration not stated)
  5	-4.8%
108) COc1ccc(-c2cnnn2-c2ccc(NC(=O)c3ccc(S(=O)(=O)N4CCCCC4)cc3)cc2)cc1
  4	3.8%
109) COc1ccc(C(C(=O)Nc2ccc3c(c2)OCO3)N(C)C(=O)Cc2c[nH]c3ccccc23)cc1 (configuration not stated)
  8	2.0%
110) CCCCn1c(N)c(N(CC)C(=O)CSc2nnnn2-c2cc(C)ccc2C)c(=O)[nH]c1=O
  9	-5.8%
111) CSc1ccccc1NC(=O)c1ccccc1C
  -12	2.7%
112) COc1ccccc1NC(=O)c1cc(C(=O)O)ccc1C(=O)O
  -4	-7.9%
113) Cc1csc(SCC(=O)Nc2ncc(Cl)c(C)c2Cl)n1
  10	-2.3%
114) CC(C)CNS(=O)(=O)c1ccc(OCC(=O)Nc2ccc3c(c2)OCO3)c(Cl)c1
  x	0.1%
115) Cc1ccc2oc(=O)n(Cc3ccccc3OC(C)C)c2c1
  u	3.1%
116) CCCOc1ccc(N2C(=O)CC(N3CCN(c4ccccc4OC)CC3)C2=O)cc1 (configuration not stated)
  -7	5.2%
117) COc1ccccc1N1C(=O)C2CCC(c3ccccc3)CC2C1=O (configuration not stated)
  3	0.3%

One compound at a time, as listed above. Values in the order: Mtb RmlCD inh, GlmU inhibition
Shown for CSc1ccccc1NC(=O)c1ccccc1C = -12, 2.7%
Shown for COc1ccccc1NC(=O)c1cc(C(=O)O)ccc1C(=O)O = -4, -7.9%
Shown for CC(C)CNS(=O)(=O)c1ccc(OCC(=O)Nc2ccc3c(c2)OCO3)c(Cl)c1 = x, 0.1%
Shown for Cc1ccc(C(=O)NCCSC(C)(C)C)cc1[N+](=O)[O-] = 4, 4.8%
Shown for CCCCn1c(N)c(N(CC)C(=O)CSc2nnnn2-c2cc(C)ccc2C)c(=O)[nH]c1=O = 9, -5.8%
